EBV gp42 inh: EBV gp42 inhibition; Q1HVG2; Fluorescence polarization binding assay, mP read-out; inhibition, % (tested at 21.74 µM); 220,000 tested, 0.42% active; AID 1085; in the data active = inhibition above about 50%
TNF necrop inh: inhibitors of TNF-alpha induced necroptosis in Jurkat FADD-/- cells | Jurkat FADD-/- TNF necroptosis rescue, ATP luminescence, 24 h; 0 = TNF only, 100 = no-TNF cells | activation (protection from cell death), % at 10 µM | 220,000 tested, 0.068% active | AID 463075;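 active = activation, meaning protection from cell death, of at least 50% relative to plate controls; inactive = activation below 50%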;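 note: necroptosis triggered by 40 ng/mL TNF-alpha added together with compound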
PPC-1+TRAIL kill: PPC-1 cancer cell killing with TRAIL present; cell killing (% activity), % at 4 µM; 220,000 tested, 0.41% active; PPC-1 cells + TRAIL, ATPLite viability luminescence;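 active = cell killing above 50% in the first pass at 4 µM, then a duplicate retest at 5 µM averaging 50% or more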;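 note: plate controls were cells with TRAIL plus DMSO for no effect and medium-only wells lacking cells for full effect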
TRPML3 agonist: agonists of human TRPML3 channel; Q8TDD5; HEK293 TRPML3-YFP, Fluo-8 calcium fluorescence; 100% = the carbachol control signal; activation, % at 3 µM; 220,000 tested, 0.29% active;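 active = activation above its plate's cutoff, the mean activation of the plate's test wells plus 3 SD, cut at about 12% in these data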;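 note: 0% = DMSO only wells and 100% = carbachol wells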
Target sequence (Q8TDD5 whole entry, looked up): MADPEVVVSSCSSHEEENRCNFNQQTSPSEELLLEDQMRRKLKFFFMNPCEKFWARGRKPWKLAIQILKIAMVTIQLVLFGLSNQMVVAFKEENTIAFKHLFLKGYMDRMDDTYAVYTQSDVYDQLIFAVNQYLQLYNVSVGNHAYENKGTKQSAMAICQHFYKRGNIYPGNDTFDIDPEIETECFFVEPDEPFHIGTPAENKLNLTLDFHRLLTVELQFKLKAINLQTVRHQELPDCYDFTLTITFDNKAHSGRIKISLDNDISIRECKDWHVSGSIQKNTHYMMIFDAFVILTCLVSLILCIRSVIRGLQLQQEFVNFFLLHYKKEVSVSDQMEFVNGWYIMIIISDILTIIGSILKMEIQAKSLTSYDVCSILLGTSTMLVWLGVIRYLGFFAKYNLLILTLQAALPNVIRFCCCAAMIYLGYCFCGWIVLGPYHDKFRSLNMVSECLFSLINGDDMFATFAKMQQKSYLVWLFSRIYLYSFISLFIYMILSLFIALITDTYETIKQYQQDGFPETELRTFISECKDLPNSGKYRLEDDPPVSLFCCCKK
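Material: TRPML3-YFP stable HEK293 cells | Dosing: One concentration, 3 µM nominal, 0.3% DMSO | Timing: 125 s total fluorescence read per well | Technique: Fluo-8 calcium dye fluorescence, ex 470-495, em 515-575 nm | Measure: Percent activation from peak-to-basal fluorescence ratio, scaled between DMSO and carbachol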
Runt-SMMHC FRET: blocks binding of human RUNX1 Runt domain to CBFb-SMMHC; Cerulean-Runt/Venus-CBFb-SMMHC FRET ratio 530/480, 1 h; inhibition, % at 20 µM; 220,000 tested, 0.74% active;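 active = mean inhibition across duplicate retests at 20 µM reaching about 50%, limit read from the data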;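 note: 0% = DMSO wells and 100% = wells with excess untagged CBFb-SMMHC; inhibitors lower the FRET ratio by blocking Runt binding to CBFb-SMMHC; some results filed as inactive read as strong as hits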
zfTRPN1 agonist: zebrafish TRPN1 (NompC) channel agonism | HEK293 zebrafish TRPN1-YFP, Fluo-8 calcium fluorescence; 100% = response to 87 µM carbachol | activation, % at 3 µM | 220,000 tested, 0.18% active;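 active = activation above its plate's cutoff, the mean activation of test wells on that plate plus 3 SD, cut at about 19% in these data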;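 note: 0% = DMSO alone and 100% = 87 µM carbachol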
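Material: zebrafish TRPN1-YFP in HEK293 cells. Doses: one dose of 3 µM, 0.3% DMSO. Incubation: dye 1 h 37 °C plus 30 min RT. Measured by: intracellular calcium fluorescence with Fluo-8.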
MDM2 E3 inh: Mdm2 E3 ligase (human) inhibition; Q00987; AID 1230; signal enhancement, % at 5 µM; cell-based MDM2 ubiquitination luciferase reporter, 2 h; 0 = plate control, 100 = twice control, blank-subtracted; 210,000 tested, 0.11% active;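 active = signal enhancement of 30% or more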;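 note: luminescence tracks abundance of the self-degrading MDM2-luciferase fusion protein; higher signal means inhibition of MDM2 E3 ligase activity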
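Assay system: stable mammalian line carrying autodegrading MDM2–luciferase fusion reporter; amount: 2000 cells seeded into each well; buffer or medium: DMEM; benchmarks: plate control and blank wells; signal: luciferase luminescence; timing: 2 h compound exposure at 37 °C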
NCF1 inh: inhibitors of human p47phox binding | inhibition, % at 24.7 µM | p47phox/p22phox peptide binding, fluorescence polarization, 2 h | P14598 | 220,000 tested, 0.53% active;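 active = inhibition above about 30%, limit read from the data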;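 note: 0% = p47phox with labelled peptide and 100% = labelled peptide alone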
Target sequence (P14598 whole entry, looked up): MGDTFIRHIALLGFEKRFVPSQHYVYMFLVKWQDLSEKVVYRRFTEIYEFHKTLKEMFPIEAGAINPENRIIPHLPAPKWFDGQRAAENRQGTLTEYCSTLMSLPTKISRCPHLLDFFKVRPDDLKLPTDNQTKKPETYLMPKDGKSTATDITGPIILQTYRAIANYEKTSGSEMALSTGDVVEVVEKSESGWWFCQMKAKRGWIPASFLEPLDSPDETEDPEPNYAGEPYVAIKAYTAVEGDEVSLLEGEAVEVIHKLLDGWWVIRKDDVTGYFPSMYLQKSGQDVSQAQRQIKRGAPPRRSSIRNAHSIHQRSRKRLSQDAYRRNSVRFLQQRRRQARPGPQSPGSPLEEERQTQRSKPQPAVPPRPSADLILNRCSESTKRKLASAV
CHOP inhibitor: inhibitors of CHOP induction in ER stress response; inhibition, % at 10 µM; CHO-K1 CHOP-promoter luciferase, tunicamycin-induced, 15-18 h; 220,000 tested, 3.8% active; AID 2732;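 active = compounds that reduced the stress-induced luciferase reporter signal by more than about 70% of percent inhibition, limit read from the data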;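 note: 0% = tunicamycin plus vehicle and 100% = wells without tunicamycin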
Starred values were filed as active, the others as inactive; x = not tested or not shown. No enrichment for hits; about 5.9% have a hit in one of these screens.

SMILES | EBV gp42 inh | TNF necrop inh | PPC-1+TRAIL kill | TRPML3 agonist | Runt-SMMHC FRET | zfTRPN1 agonist | MDM2 E3 inh | NCF1 inh | CHOP inhibitor
CCc1cccc(NC(=O)Cn2c(-c3ccccc3)cc(C(C)=O)c2C)c1 | -10 | 2.1 | 21 | 0.7 | 5 | -1.1 | -6 | -6 | 11
O=C(NCCOc1ccccc1Cl)C(=O)c1c[nH]c2ccccc12 | -8 | 2.3 | 18 | 0.6 | -2 | 1.4 | -10 | -21 | 4
Cc1nc(SCC(=O)Nc2ccc3c(c2)OCO3)c(C#N)c2c1CCCC2 | -5 | -0.3 | 28 | 0.3 | -4 | -0.2 | -5 | -9 | 44
COc1ccc(CCNc2nnc(C)c(=O)[nH]2)cc1OC | -1 | -0.5 | -8 | -0.3 | 0 | 0.6 | -19 | 1 | -10
CC(C)Cc1nc2oc3c(=O)[nH]cnc3c2c2c1CCC2 | -4 | -0.2 | 2 | -0.2 | 2 | -1.6 | -3 | -16 | 2
CCCCn1c(SCc2ccccn2)nc2c1c(=O)n(C)c(=O)n2C | -16 | -0.5 | 25 | -0.2 | -2 | 0.9 | 3 | -18 | -21
O=C1NC2(CCCCC2)C(=O)N1Cc1cccc(C(F)(F)F)c1 | 10 | 0.9 | x | 1.7 | 3 | 2.4 | 9 | -6 | -4
CCC1CCCCN1CCCNC(=O)c1ccc(N2CCOCC2)c(NS(=O)(=O)c2ccc(OC)cc2)c1 (centres undefined) | -12 | 2.9 | -6 | 0.6 | 1 | -2.5 | -1 | -16 | -7
CC(=O)c1cc(C)ccc1OC(=O)c1ccco1 | -12 | 1.0 | -6 | 0.8 | 1 | -0.1 | -5 | -9 | -25
CCCc1cc(C(=O)Nc2sc(C(C)=O)c(C)c2C(=O)OCC)no1 | -8 | 1.0 | 5 | 0.7 | -3 | 1.2 | -12 | -7 | 41

Not a retest: an excerpt of the list.
SMILES | EBV gp42 inh | TNF necrop inh | PPC-1+TRAIL kill | TRPML3 agonist | Runt-SMMHC FRET | zfTRPN1 agonist | MDM2 E3 inh | NCF1 inh | CHOP inhibitor
Cc1nc(SCC(=O)Nc2ccc3c(c2)OCO3)c(C#N)c2c1CCCC2 | -5 | -0.3 | 28 | 0.3 | -4 | -0.2 | -5 | -9 | 44
COc1ccc(CCNc2nnc(C)c(=O)[nH]2)cc1OC | -1 | -0.5 | -8 | -0.3 | 0 | 0.6 | -19 | 1 | -10
CC(C)Cc1nc2oc3c(=O)[nH]cnc3c2c2c1CCC2 | -4 | -0.2 | 2 | -0.2 | 2 | -1.6 | -3 | -16 | 2
CCCCn1c(SCc2ccccn2)nc2c1c(=O)n(C)c(=O)n2C | -16 | -0.5 | 25 | -0.2 | -2 | 0.9 | 3 | -18 | -21
O=C1NC2(CCCCC2)C(=O)N1Cc1cccc(C(F)(F)F)c1 | 10 | 0.9 | x | 1.7 | 3 | 2.4 | 9 | -6 | -4
CCC1CCCCN1CCCNC(=O)c1ccc(N2CCOCC2)c(NS(=O)(=O)c2ccc(OC)cc2)c1 (centres undefined) | -12 | 2.9 | -6 | 0.6 | 1 | -2.5 | -1 | -16 | -7
CC(=O)c1cc(C)ccc1OC(=O)c1ccco1 | -12 | 1.0 | -6 | 0.8 | 1 | -0.1 | -5 | -9 | -25
CCCc1cc(C(=O)Nc2sc(C(C)=O)c(C)c2C(=O)OCC)no1 | -8 | 1.0 | 5 | 0.7 | -3 | 1.2 | -12 | -7 | 41

The results go on.
SMILES | EBV gp42 inh | TNF necrop inh | PPC-1+TRAIL kill | TRPML3 agonist | Runt-SMMHC FRET | zfTRPN1 agonist | MDM2 E3 inh | NCF1 inh | CHOP inhibitor
CCCCOC(=O)NC1CCS(=O)(=O)C1 (centres undefined) | -5 | 0.0 | 26 | 1.2 | -3 | 0.5 | x | -2 | -6
COc1cc(/C=C(/Sc2nnc(-c3ccc(F)cc3)o2)C(=O)O)ccc1OC(F)F | -1 | 0.7 | 6 | 2.0 | -5 | 1.6 | -6 | -12 | 12
COC(=O)/C(=C/c1ccccc1)NC(=O)c1ccco1 | 0 | 2.2 | 9 | 0.7 | 1 | -1.3 | -5 | 0 | -18
COc1ccc(OC)c(S(=O)(=O)Nc2ccc(C)c(C)c2)c1 | -13 | 0.2 | 5 | -1.1 | 1 | -0.8 | -30 | -7 | 23
CC(=O)N1CCN(c2ccc(Oc3ncnc4sccc34)cc2)CC1 | -7 | -0.1 | 0 | 0.4 | 2 | 0.8 | -8 | -4 | 4
CCOC(=O)c1c(NC(=O)COc2ccccc2)sc2c1CC(C)(C)NC2(C)C | -11 | 3.6 | 41 | -0.1 | 4 | 0.2 | -13 | -4 | 70
COc1ccc(-c2[nH]c(-c3ccc(SC)cc3)nc2SCC(=O)Nc2nccs2)cc1 | -23 | 5.1 | 29 | 0.4 | 1 | -1.2 | -1 | -9 | 77*
Cc1n[nH]c(C)c1S(=O)(=O)N1CCN(c2ccccn2)CC1 | 2 | 0.9 | 35 | 0.8 | 4 | 0.8 | 3 | -15 | 4
O=C(/C=C/c1ccc(Cl)cc1)NCCN1CCOCC1 | -11 | -0.8 | -9 | 0.5 | -4 | 0.6 | -19 | -10 | -5
COc1ccc(N(C)S(=O)(=O)c2ccc(C)cc2)c([N+](=O)[O-])c1 | 9 | 0.3 | 29 | 35* | -3 | -1.8 | 9 | 1 | 19
CC(C)(C)CC(C)(C)NC(=O)c1ccc2snnc2c1 | -12 | 0.2 | -15 | -0.2 | 0 | -1.1 | -12 | -3 | 10
CN1CCN(C(=O)C2=C[C@H](c3ccc(C(F)(F)F)cc3)C[C@H](OCc3ccc(CO)cc3)O2)CC1 | -11 | 3.4 | 2 | 0.2 | -5 | 0.5 | x | -9 | 15
COc1ccc(NS(=O)(=O)c2cccc3nonc23)c(OC)c1 | -10 | -2.8 | 35 | 0.1 | 2 | -0.2 | -6 | 2 | -84
Cc1cc(C(=O)N/N=C/c2ccccc2)c(C)o1 | -15 | -3.4 | 35 | -0.5 | 0 | 1.1 | -8 | 1 | -26
COC(=O)NNC(=O)COc1ccc(Cl)cc1 | -14 | -0.7 | 16 | 0.9 | 1 | 0.5 | -13 | -6 | 32
Cc1ccc(NS(=O)(=O)c2ccc(Cl)c(C(=O)O)c2)cc1S(=O)(=O)N1CCOCC1 | -9 | -1.5 | 11 | 1.4 | 2 | 0.2 | -12 | -7 | 15
COCCNC(=O)CC(=O)N/N=C/c1cccc(C(=O)OC)c1 | 0 | 1.9 | 10 | 0.8 | -1 | 1.3 | -20 | 4 | -7
CCCN(CCO)Cc1cccc(Br)c1 | -4 | -0.1 | 1 | 0.1 | -4 | 0.1 | 7 | -4 | 16
COc1ccc(OC2C(=O)N(Cc3ccc4c(c3)OCO4)C2c2sccc2C)cc1 (centres undefined) | 2 | -5.4 | 1 | 0.0 | 2 | 0.1 | -13 | 1 | 7
CCOC(=O)NC1(C(F)(F)F)NC(=O)N(Cc2ccco2)C1=O (centres undefined) | -30 | 0.6 | -12 | -0.2 | -1 | 0.3 | -6 | -1 | 3
O=C(C1CCN(S(=O)(=O)c2cccc3cccnc23)CC1)N1CCN(C2CCCC2)CC1 | -15 | -0.5 | 0 | 0.5 | 2 | 0.3 | x | 6 | -4
O=C(c1ccc([N+](=O)[O-])cc1)N(Cc1ccccc1)c1ccccn1 | -4 | 2.4 | 12 | -0.1 | -2 | -1.1 | -9 | 13 | -5
CN(C)S(=O)(=O)c1ccc(C(=O)OCC(=O)Nc2ccc(OC(F)F)cc2)cc1 | -15 | 3.0 | -4 | 1.2 | -4 | 3.2 | x | -4 | -21
C=C(C)Cn1c(-c2ccc(OC)cc2)nc2ccccc21 | 7 | 0.6 | 21 | -0.6 | -1 | -1.2 | 8 | -10 | 16
c1ccc2c(c1)CCCC2NC1=NCCC1 (centres undefined) | -16 | 2.0 | 2 | 2.0 | -1 | 0.4 | 2 | -10 | 24
CC(C)OC(=O)/C(C#N)=C/c1ccc(-c2ccc(SC(F)F)cc2)o1 | -18 | 2.1 | 8 | 0.8 | -97 | 1.4 | 3 | -31 | 23
CCC(C)NC(=O)c1ccccc1NC(=O)COc1ccc(OC)cc1 (centres undefined) | -9 | 1.2 | -9 | 0.2 | -1 | -0.7 | -21 | -12 | 13
O=C(COC(=O)CNC(=O)C12CC3CC(CC(C3)C1)C2)NC1CCS(=O)(=O)C1 (centres undefined) | -19 | 1.1 | 18 | 1.6 | 1 | 1.3 | -11 | -20 | 2
O=C(NCc1ccc2c(c1)OCO2)C1CCN(S(=O)(=O)c2ccc(Br)s2)CC1 | 4 | -0.3 | 0 | 0.1 | -2 | 0.6 | -4 | 5 | 43
Cc1c(NC(=O)C(C)NCC2CCCO2)c(=O)n(-c2ccccc2)n1C (centres undefined) | 4 | -0.8 | 22 | 0.1 | -1 | 0.6 | -3 | -6 | -12
COCCOC(=O)c1[nH]c2c(c1C)C(=O)C(C(=O)OC)C(C)C2 (centres undefined) | -7 | 1.3 | 31 | 0.9 | -1 | -0.5 | -13 | -9 | 7
COc1ccccc1N(CC(=O)N1CCCCC1)S(=O)(=O)c1ccccc1 | -20 | -2.9 | -4 | 162* | 2 | 3.8 | 23 | -8 | -21
COc1ccc(NC(=O)COC(=O)c2ccc(OCc3c(C)noc3C)cc2)cc1OC | 6 | -0.4 | 20 | 1.6 | 0 | 2.1 | -7 | -20 | -2
C[C@@H]1NC(=O)[C@H](CC(N)=O)NC(=O)c2cc([N+](=O)[O-])cc(I)c2OCC[C@@H](C(=O)NC(CC(=O)O)C(N)=O)NC1=O (some centres undefined) | -5 | -0.3 | 3 | 0.8 | 0 | 1.5 | x | -4 | 9
COc1cccc(CC(=O)Nc2nccs2)c1 | 5 | 2.3 | -6 | 0.9 | 0 | 3.9 | -15 | 8 | 27
COC(=O)c1ccccc1NC(=O)CSc1nnc(-c2ccncc2)o1 | 12 | 0.7 | 27 | -0.4 | 0 | -0.1 | -4 | -21 | 4
Cc1nn(C(C)C(=O)NCCCc2ccccc2)c(=O)c2cc3occc3n12 (centres undefined) | -23 | -0.7 | 16 | -0.1 | -1 | -1.4 | -5 | -9 | 4
Cc1cc(NCCN2CCOCC2)n2nc(C)c(-c3ccc(Cl)cc3)c2n1 | 0 | 4.2 | 16 | 0.1 | -8 | 0.8 | -10 | -8 | -5
O=C(O)C1C2CCCCC2=C2CCCCC2C1C(=O)O (centres undefined) | -16 | -2.0 | -11 | -0.6 | -2 | 0.3 | -6 | -8 | -33
COc1ccc(NC(=O)c2c(NC(=O)CCC(=O)O)sc(-c3ccccc3)c2C)cc1 | -31 | 1.5 | 17 | 0.3 | -4 | -1.0 | 1 | -5 | 3
O=C1c2oc3ccccc3c(=O)c2C(c2ccc(O)cc2)N1c1nccs1 (centres undefined) | -10 | 0.0 | 26 | 1.5 | -16 | 0.1 | 9 | -23 | 12
